Screening data from PubChem BioAssay.
CSN inh = inhibitors of CSN-mediated cullin deneddylation, primary screen, biochemical, fluorescence polarization, uHTS | COP9 signalosome complex subunit 5 (Homo sapiens), Q92905 | Purified CSN, SCF-Nedd8-OG deneddylation | inhibition, % at 12.5 µM | hit rate 0.38% among 360,000;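 active means pattern-corrected inhibition above about 35%, with an unprinted fluorescence ratio check between 0.5 and 1.5, limit read from the data, passing the limit was not always enough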;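 further: 0% = enzyme with substrate and 100% = substrate without enzyme; some results filed as inactive read as strong as hits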
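Detection – fluorescence polarization · System – HEK293T-derived human Csn5 enzyme · Controls – substrate-only high control, full reaction low control · Timing – 90 min, room temperature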
Neddyl block = inhibitors of cullin neddylation, primary screen, biochemical, TR-FRET, uHTS, NAE and Ubc12. NEDD8-conjugating enzyme Ubc12 (Homo sapiens) + NEDD8-activating enzyme E1 regulatory …. hit rate 0.58% among 360,000. calls only at 25 µM; in the data active means inhibition above about 36%
Target sequence (P61081 whole entry, looked up): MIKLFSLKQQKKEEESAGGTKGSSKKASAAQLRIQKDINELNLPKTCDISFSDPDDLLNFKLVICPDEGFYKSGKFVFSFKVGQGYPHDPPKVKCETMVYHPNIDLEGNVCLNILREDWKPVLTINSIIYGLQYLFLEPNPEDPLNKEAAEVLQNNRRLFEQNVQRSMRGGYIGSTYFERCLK
Target sequence (Q13564 whole entry, looked up): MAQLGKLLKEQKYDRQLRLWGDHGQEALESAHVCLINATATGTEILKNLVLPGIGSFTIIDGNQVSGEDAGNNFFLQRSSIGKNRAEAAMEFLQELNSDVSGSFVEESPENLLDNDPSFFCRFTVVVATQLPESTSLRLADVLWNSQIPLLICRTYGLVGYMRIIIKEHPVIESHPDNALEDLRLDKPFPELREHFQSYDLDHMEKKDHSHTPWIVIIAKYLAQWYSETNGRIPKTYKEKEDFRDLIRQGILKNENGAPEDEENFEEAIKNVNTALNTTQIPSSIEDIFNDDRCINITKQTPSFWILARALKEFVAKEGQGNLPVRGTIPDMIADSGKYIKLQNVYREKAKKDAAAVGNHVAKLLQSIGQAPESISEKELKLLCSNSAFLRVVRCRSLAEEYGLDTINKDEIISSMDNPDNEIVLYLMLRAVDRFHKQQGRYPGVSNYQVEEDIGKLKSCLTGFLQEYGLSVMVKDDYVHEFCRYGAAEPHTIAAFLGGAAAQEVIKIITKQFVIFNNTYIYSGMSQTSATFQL
MT1-MMP act inh = blockers of MT1-MMP proenzyme processing, primary screen, HT1080 RFP-PRO-GFP cells, GFP/RFP fluorescence; hit rate 0.061% among 360,000; GFP/RFP ratio change, % at 20 µM; GFP/RFP ratio fluorescence, overnight; percent of plate control window, DMSO zero; AID 651647, 2012; Matrix metalloproteinase-14 (Homo sapiens), P50281;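 active means GFP/RFP ratio change of at least 30% with cell ATP level not reduced by more than half and red fluorescence within 50% of control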; further: strong numbers were not always called active
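Material: RFP-PRO-GFP reporter HT1080 cells. Dosing: single-point 20 µM compound, 1% DMSO. Controls: DMSO and RFP-L50D-GFP cell wells. Timing: cells overnight before dosing, compound overnight, 37 °C, 5% CO2. Measure: GFP/RFP fluorescence ratio.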
FAS TE block = FAS thioesterase domain inhibitors, primary screen, biochemical, fluorescence intensity, uHTS; Fatty acid synthase (Homo sapiens), P49327; inhibition, % at 15 µM; AID 602261, 2012; recombinant FAS-TE, OMFH fluorogenic substrate, fluorescence endpoint; hit rate 0.67% among 360,000;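 active means compounds whose normalised, plate-corrected inhibition of enzyme fluorescence in the single-dose primary screen is 50% or more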;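 further: 0% = DMSO with enzyme and 100% = substrate without enzyme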
Rin1 Abl inh = inhibitors of Rin1-Abl protein binding, primary screen, biochemical, TR-FRET; inhibition, % at 7.35 µM; hit rate 0.4% among 360,000; in the data active means inhibition above about 5%, passing the limit was not always enough
SKN-1 block = suppressors of acrylamide-induced Pgst-4::GFP reporter in worms, primary screen, SKN-1 inhibitor project, whole organism, uHTS, GFP/RFP fluorescence ratio, strain VP596. C. elegans VP596 Pgst-4::GFP/RFP ratio, 24 h. inhibition, % at 21.8 µM. hit rate 0.49% among 360,000. AID 624304, 2012;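 active means interference check ratio from 0.5 to 1.5 plus GFP to RFP signal ratio inhibition reaching or exceeding a fixed threshold, cut at about 30% in these data, passing the limit was not always enough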; further: some compounds called inactive have numbers as strong as hits
NadD block = inhibitors of S. aureus NadD, primary screen, biochemical, colorimetric, uHTS. Nicotinate-nucleotide adenylyltransferase NadD (Staphylococcus aureus N315). purified NadD enzyme, colorimetric absorbance read-out. hit rate 0.78% among 360,000. inhibition, % at 20 µM; in the data active means inhibition above about 26%; further: some compounds past the cut are filed as inactive
Rpn11 block = Rpn11 (PSMD14) deubiquitinase inhibitors, primary screen, biochemical, fluorescence polarization, uHTS; hit rate 0.59% among 360,000; 26S proteasome non-ATPase regulatory subunit 14 (Homo sapiens), O00487; calls only at 20 µM; human 26S proteasome, Ub4-pepOG fluorescence polarization; 20S core pre-blocked with epoxomicin;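 active means inhibition at 20 µM, scaled to each plate's controls, above about 33%, limit read from the data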
Target sequence (O00487 whole entry, looked up): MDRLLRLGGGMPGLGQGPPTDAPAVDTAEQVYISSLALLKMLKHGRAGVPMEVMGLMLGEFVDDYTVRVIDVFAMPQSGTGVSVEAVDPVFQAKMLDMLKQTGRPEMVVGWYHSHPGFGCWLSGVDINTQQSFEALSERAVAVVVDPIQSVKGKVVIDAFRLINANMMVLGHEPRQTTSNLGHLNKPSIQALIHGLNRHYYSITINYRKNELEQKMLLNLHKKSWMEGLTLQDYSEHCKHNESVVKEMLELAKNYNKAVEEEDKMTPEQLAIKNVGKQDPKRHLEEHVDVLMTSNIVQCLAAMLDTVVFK
PABP1 MLLE inh = inhibitors of PABP1 MLLE–PAM2 peptide binding, primary screen, biochemical, fluorescence polarization, FITC-PAM2, GST-MLLE; inhibition, % at 20 µM; Polyadenylate-binding protein 1 (Homo sapiens), P11940; hit rate 0.36% among 360,000; in the data active means inhibition above about 35%, passing the limit was not always enough;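 further: plate controls were DMSO wells with GST-MLLE for no effect and wells lacking GST-MLLE protein for full effect; some results filed as inactive read as strong as hits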
Numbers without * were called inactive; i = inactive; x = not tested or not shown; + = active, no number.

SMILES	CSN inh	Neddyl block	MT1-MMP act inh	FAS TE block	Rin1 Abl inh	SKN-1 block	NadD block	Rpn11 block	PABP1 MLLE inh
Cc1cc(C)cc(NC(=O)CN(C)S(=O)(=O)c2cnc[nH]2)c1	-3	i	6	-13	1	2	8	i	11
CCOc1cc(/C=N/N=C(\N)c2nonc2N)cc(Br)c1OCc1cccc2ccccc12	-2	i	-9	7	0	-35	16	i	-2
CCOC(=O)COc1ccc2c(=O)cc(-c3ccccc3)oc2c1	0	i	3	3	-1	5	-4	i	3
CCOC(=O)N1CCN(C(=O)Cc2cccs2)CC1	-1	i	0	-5	-1	-4	3	i	2
COc1ccccc1N1CCN(C(=O)c2ccc(CN3CCOCC3)cc2)CC1	-5	i	-1	-12	3	3	-9	i	-6
Cc1cccnc1NC(=O)C(c1ccccc1)c1ccccc1	-1	i	4	1	0	16	6	i	-4
Cc1ccc(NC(=O)NCCN2CCN(c3ccccc3)CC2)cc1Cl	3	i	3	-2	0	7	-9	i	10
COCCNC(=S)N(CCc1c(C)[nH]c2ccc(F)cc12)Cc1ccco1	-2	i	-3	18	-1	20	-14	i	-118
O=C(Cc1ccc(NC(=O)C2CCN(C(=O)C3CCCCC3)CC2)cc1)Nc1cccc(C(=O)N2CCCCC2)c1	8	i	-2	-5	1	12	10	i	-8
Cc1ccc(C(=O)Nc2ccccc2Oc2ccccc2)o1	3	i	-5	12	2	19	-2	i	8
COc1ccccc1-c1nnc(Nc2nc3c(OC)cccc3s2)o1	1	i	14	2	-11	10	30	i	1
CCN(CC)c1ccc(/C=N/N2CCOCC2)cc1	3	i	-4	0	0	9	-2	i	22
CCOC(=O)N1CCN(C(=O)COc2ccccc2[N+](=O)[O-])CC1	-3	i	-2	-3	3	-15	0	i	-6
Cc1cc(C)c(C)c(S(=O)(=O)N2CCN(C(=O)C3CCC3)CC2)c1C	3	i	1	4	-3	7	0	i	0
CNS(=O)(=O)c1cccc(C(=O)OCC(=O)c2cc(C)n(CC3CCCO3)c2C)c1 (centres undefined)	-2	i	5	-4	0	4	2	i	19
CNC(=S)N(CCc1c(C)[nH]c2ccc(F)cc12)Cc1ccco1	4	i	-4	9	4	3	1	i	-108
C=C(C)CN(CC)C(=O)CN1C(=O)NC2(CCc3ccccc32)C1=O (centres undefined)	0	i	-1	-4	5	-21	1	i	-9
COC(=O)c1ccc(-n2c(C)cc(C(=O)CSc3cccc[n+]3[O-])c2C)cc1	-6	i	2	-1	1	-14	0	i	12
O=C(Nc1nccs1)C(NS(=O)(=O)c1ccc(Br)s1)c1ccccc1 (centres undefined)	1	i	x	-7	-2	-2	11	i	-1
COc1ccc(-c2nnc(SCc3cccc(C#N)c3)o2)cc1	3	i	-1	21	0	16	0	i	-2
COc1ccc(C(CCc2cc(OC)c(OC)c(OC)c2)NC(C)=O)cc1 (centres undefined)	-10	i	2	-2	3	6	-4	i	-66
COc1ccccc1CNS(=O)(=O)CCNC(=O)c1ccccc1	1	i	4	-6	-1	-5	-3	i	5
CC(C)Cn1c([N+](=O)[O-])nc2c1c(=O)[nH]c(=O)n2C	1	i	-2	-4	-3	0	2	i	1
Nc1ccc(C(=O)N2CCCC2)cc1CS(=O)(=O)c1ccc(Cl)cc1	-12	i	4	-8	5	-7	-3	i	7
Cc1cc(C)n(-c2nc3sc4c(c3c3nnc(SCC(N)=O)n23)CC(C)(C)OC4)n1	-1	x	x	-4	-2	-28	5	i	-17
O=C(CSc1nnc(-c2cccs2)n1-c1ccccc1)NCc1ccc2c(c1)OCO2	3	i	1	0	-1	-9	9	i	-3
COC(=O)c1c(NC(=O)CC2SC(N)=NC2=O)sc2c1CCC(C)C2 (centres undefined)	1	i	-6	-2	-1	8	2	i	14
Cc1cc(C(=O)N/N=C/c2ccc([N+](=O)[O-])s2)c2ccccc2n1	2	i	0	-4	0	2	4	i	6
CC(=O)c1cccc(NC(=O)NCc2cccnc2)c1	1	i	-1	-3	6	9	-5	i	4
Nc1ncnc2nc(SCC(=O)Nc3cccc(C(F)(F)F)c3)[nH]c12	6	i	3	-4	0	10	-1	i	2
CC(C)(O)[C@H](O)COc1c2occc2cc2ccc(=O)oc12	-4	i	10	-4	-3	-2	2	i	-2
O=C1CC[C@@H](CN(Cc2ccccn2)Cc2nc(-c3ccc(C(F)(F)F)cc3)no2)N1	-5	i	-4	-7	-5	2	-6	i	8
O=C(NN=C1CCCC1)c1cc(O)cc(O)c1	4	i	3	-3	0	-1	2	i	7
CCCCCCN1CCN(C2CN(Cc3cn(Cc4ccc(F)cc4)nn3)S(=O)(=O)C2)CC1 (centres undefined)	-3	i	4	-8	x	10	-6	x	x
COc1cc2c(cc1NC(=O)C(C)N1CCN(S(=O)(=O)c3ccc(C)c(C)c3)CC1)oc1ccccc12 (centres undefined)	2	i	3	27	-3	5	1	i	-12
O=C(O)c1cc(-c2ccccc2)nc(-c2ccccc2)c1	-6	i	1	-5	-1	-7	-4	i	1
Cn1c(SCC(=O)NCc2ccc3c(c2)OCO3)nnc1-c1cc2ccccc2cc1O	-1	i	3	0	1	-30	1	i	-106
COc1ccc2c(c1)CCCC21NC(=O)NC1=O (centres undefined)	2	i	7	-5	2	-17	-6	i	6
O=S(=O)(c1ccc(S(=O)(=O)N2CCCC3(CCCCC3)C2)cc1)N1CCCCC1	-2	i	5	-7	2	2	-4	i	-5
Cc1cc(=O)n2c(sc3ccccc32)c1C#N	-5	i	0	-1	0	3	0	i	20
COc1ccc(NC(=O)CN(C)C(=O)c2ccc3ccccc3n2)cc1	-2	i	1	-4	6	-2	-2	i	-4
COc1ccc(CCN2C(=O)NC(NC(=O)CC(C)C)(C(F)(F)F)C2=O)cc1OC (centres undefined)	0	i	0	-9	1	5	-2	i	-13
C/C(=N\NC(=O)c1ccncc1)C12CC3CC(CC(C3)C1)C2	5	i	-2	-6	2	6	-2	i	-8
Cc1nn(C)c(C)c1CNC(=O)/C=C/c1ccccc1F	6	i	0	-8	-3	-1	-1	i	-4
COc1ccc(NC(=O)CSc2ccccc2)cc1S(=O)(=O)N1CCOCC1	2	i	0	-4	4	-4	-12	i	15
COC(=O)c1sccc1-c1ccc(/C=N/OC(=O)c2cccs2)o1	4	i	-1	22	-5	4	-6	i	7
CN(C)CCNc1ncnc2c1ncn2[C@H]1CN(CCc2ccccc2)C[C@@H](CO)O1	-3	i	5	-8	2	-16	0	i	-2
OC12CCCCC1C(c1ccc3c(c1)OCO3)N(Cc1ccc(F)cc1)CC2 (centres undefined)	-2	i	-1	6	1	4	-4	i	8

Complete entries, looked up by structure.
Shown for OC12CCCCC1C(c1ccc3c(c1)OCO3)N(Cc1ccc(F)cc1)CC2 (centres undefined) → CSN inh: -2; Neddyl block: i; MT1-MMP act inh: -1; FAS TE block: 6; Rin1 Abl inh: 1; SKN-1 block: 4; NadD block: -4; Rpn11 block: i; PABP1 MLLE inh: 8
Shown for CN(C)CCNc1ncnc2c1ncn2[C@H]1CN(CCc2ccccc2)C[C@@H](CO)O1 → CSN inh: -3; Neddyl block: i; MT1-MMP act inh: 5; FAS TE block: -8; Rin1 Abl inh: 2; SKN-1 block: -16; NadD block: 0; Rpn11 block: i; PABP1 MLLE inh: -2

Later entries
SMILES	CSN inh	Neddyl block	MT1-MMP act inh	FAS TE block	Rin1 Abl inh	SKN-1 block	NadD block	Rpn11 block	PABP1 MLLE inh
CCCOc1ccc(C(=O)NCCO)cc1	2	i	7	-9	-1	-12	-3	i	-10
Cn1nnnc1SCC(=O)Nc1ccccc1C(=O)NCc1ccccc1	5	i	3	-6	-2	1	2	i	9
CCOC(=O)C1=C(c2ccccc2)OC(N)=C(C#N)C1c1cccnc1 (centres undefined)	0	i	3	-5	-2	2	-8	i	-1
O=C(CN1CCOCC1)NCC12CC3CC(CC(C3)C1)C2	3	i	4	0	2	-16	-4	i	-3
O=c1c2ccccc2[nH]c(=S)n1CCN1CCN(Cc2ccccc2)CC1	0	i	-8	-6	4	7	8	i	-43
Cc1ccc(NC(=O)CCN2CCN(CCO)CC2)cc1Br	1	i	0	-4	-1	8	-4	i	-2
Cc1cccn2c(=O)c3cc(S(=O)(=O)c4ccc(Br)cc4)c(=N)n(C4CCCC4)c3nc12	-1	i	2	11	-2	3	15	i	-13
Cc1cc(NS(=O)(=O)c2ccc(NS(=O)(=O)c3cc(C)c(Cl)cc3Cl)cc2)no1	0	i	0	-4	-2	10	2	i	1
COC(=O)c1sc2nc3c(cc2c1N)COC(C)(C)C3	-1	+	5	-3	-1	-4	3	i	11
NS(=O)(=O)c1ccc(NC(=O)COC(=O)c2ccc([N+](=O)[O-])s2)cc1	15	i	12	-2	-1	-1	1	i	15
CN(CC(=O)Nc1ccc(F)c(F)c1F)C(=O)c1nn(Cc2ccccc2)c(=O)c2ccccc12	5	i	-4	9	1	1	-7	i	-14
O=C(CN(Cc1ccco1)C(=O)c1ccc(Cl)cc1)Nc1c(Cl)cc(Cl)cc1Cl	2	i	-1	-4	1	8	3	i	-1
Cc1ccc(-c2nc3c(c(SCC(=O)N4CCCC4)n2)COC(C)(C)C3)cc1	5	i	-4	0	-2	-4	4	i	1
CN(C)CCCN(C(=O)c1ccc2c(c1)CCCC2)c1nc2ccc(Cl)cc2s1	3	i	-15	27	1	-5	12	i	0
COc1ccc(NS(=O)(=O)c2cc(C(=O)N(C)CCc3ccccn3)ccc2Cl)cc1	-3	i	-6	-2	-1	14	8	i	18
CCOc1ccc(S(=O)(=O)N(CCO)CCO)cc1-c1nc2c(C(C)(C)C)nn(C)c2c(=O)[nH]1	1	i	4	-2	4	1	-2	i	-5
CCN1CCN(S(=O)(=O)c2ccc(Cl)c(C(=O)Nc3ccc(OC(F)F)cc3)c2)CC1	-4	i	4	3	0	-13	-4	i	-1
C[C@@H]1CN([C@H](C)CO)C(=O)CCCn2nncc2CO[C@@H]1CN(C)S(=O)(=O)c1ccccc1C#N	5	i	0	-7	1	-12	4	i	1
Cc1cc(C(=O)N2CCN(c3ccccc3O)CC2)c(C)o1	1	i	2	-4	1	9	1	i	6
Cc1cccc2sc(N(CCCN(C)C)C(=O)CCc3ccccc3)nc12	-3	i	-4	10	-2	6	-2	i	-32
O=C(O)C1CC(=O)N(c2ccc(F)c(F)c2)C1 (centres undefined)	-1	i	0	-5	-3	-49	4	i	-6
O=C1CC(c2ccccc2)CC(O)=C1C=NCc1ccncc1 (centres undefined)	-5	i	-1	-7	6	-10	3	i	9
CCOC(=O)c1nnn(-c2nonc2N)c1COc1ccc(F)cc1	1	i	-8	8	1	4	-9	i	5
O=C(CSc1nc2ccccc2c(=O)n1Cc1ccccc1)NCc1ccco1	-1	i	5	-8	0	5	3	i	-15
Nc1nonc1-n1nnc(C(=O)N/N=C/c2ccc(Cl)cc2Cl)c1CN1CCCC1	0	i	4	-4	1	-26	5	i	9
